Compound activity deposited in PubChem BioAssay by several laboratories.
TNAP inh noacc = inhibitors of human TNAP without phosphate acceptor; P05186; inhibition, % at 20 µM; purified TNAP, CDP-star luminescence, 30 min; 0.26% of 200,000 active;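 active = tissue-nonspecific alkaline phosphatase inhibition above about 50% at 20 µM in the single-dose screen, limit read from the data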;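 also: 0% = DMSO negative control and 100% = EDTA positive control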
Target sequence (P05186 whole entry, looked up): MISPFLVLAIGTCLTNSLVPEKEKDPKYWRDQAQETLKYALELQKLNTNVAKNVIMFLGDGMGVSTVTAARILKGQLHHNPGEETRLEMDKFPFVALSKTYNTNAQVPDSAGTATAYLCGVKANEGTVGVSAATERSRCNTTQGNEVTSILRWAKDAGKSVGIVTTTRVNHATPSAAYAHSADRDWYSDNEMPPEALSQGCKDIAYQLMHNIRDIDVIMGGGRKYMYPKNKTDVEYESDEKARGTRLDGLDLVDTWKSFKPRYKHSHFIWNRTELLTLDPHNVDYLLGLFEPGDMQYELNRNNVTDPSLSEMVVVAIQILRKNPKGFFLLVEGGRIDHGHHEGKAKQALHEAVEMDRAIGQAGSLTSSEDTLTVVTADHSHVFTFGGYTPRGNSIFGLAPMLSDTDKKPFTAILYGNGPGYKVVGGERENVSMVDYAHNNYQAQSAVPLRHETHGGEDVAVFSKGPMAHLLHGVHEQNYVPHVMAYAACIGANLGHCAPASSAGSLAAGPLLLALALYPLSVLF
FLuc act counter = affects firefly luciferase, flagging false hits in luciferase stimulation screens; P08659; ATPlite luciferase biochemical, luminescence, 10 min; 0 = ATP-free wells, 1 = DMSO control; activation factor at 10 µM; 200,000 tested, under 10 active; AID 1027;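 active = luciferase activation factor, scaled between plate controls, of at least 2 with compound at 10 µM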
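Assay system: Luciferase/luciferin reagent mix; Medium: PBS as buffer for the ATP substrate; Dosing: test compounds dosed from 2 mM stocks in 100% DMSO; Times: 10 min, room temperature; Signal: luminescence from luciferase reaction; Read-out: luciferase activation; Controls: No-ATP low control, compound-free enzyme-plus-ATP high control.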
bIAP activator = intestinal alkaline phosphatase (bovine) activation; purified bovine IAP, CDP-star luminescence, 30 min; stronger effect = higher value; fold of DMSO-control signal, blank-subtracted; activation factor at 20 µM; 0.17% of 200,000 active; AID 1016;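 active = activation factor of 2 or more at 20 µM, a signal rise over negative controls twice the positive control's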
TNAP inh hi DEA = blocks human TNAP under high phosphate acceptor concentration | AID 1135 | P05186 | inhibition, % at 20 µM | 0.03% of 200,000 active | purified TNAP, CDP-star luminescence, 1 M DEA;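 active = over 50% inhibition of tissue-nonspecific alkaline phosphatase at 20 µM in the single-dose screen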;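 also: plate controls were DMSO wells for no effect and EDTA-quenched wells as full inhibition for full effect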
PMI activator = increases human mannose-6-phosphate isomerase activity; activation factor at 20 µM; 0.005% of 190,000 active; AID 1214; P34949; purified human PMI, coupled resazurin fluorescence, 20 min; stronger effect = higher value; 1 = vehicle control, 0 substrate-free wells;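 active = activation factor of 2 or more at 20 µM, relative to plate controls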
Target sequence (P34949 whole entry, looked up): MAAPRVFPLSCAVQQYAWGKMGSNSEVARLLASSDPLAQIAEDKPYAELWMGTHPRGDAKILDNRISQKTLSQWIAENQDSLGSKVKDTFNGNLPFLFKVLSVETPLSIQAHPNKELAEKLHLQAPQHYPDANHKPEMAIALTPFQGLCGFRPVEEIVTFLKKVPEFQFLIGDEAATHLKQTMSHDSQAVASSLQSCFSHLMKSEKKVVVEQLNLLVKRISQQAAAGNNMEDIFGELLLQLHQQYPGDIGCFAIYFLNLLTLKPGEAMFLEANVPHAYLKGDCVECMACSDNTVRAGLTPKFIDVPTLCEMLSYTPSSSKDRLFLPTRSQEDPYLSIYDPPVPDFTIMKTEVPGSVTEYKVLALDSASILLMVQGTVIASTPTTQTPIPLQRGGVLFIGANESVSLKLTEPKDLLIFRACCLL
PMI act hi M6P = PMI (human) activation, high substrate; P34949; coupled PMI enzyme assay, resazurin fluorescence, 20 min; stronger effect = higher value; 1 = untreated enzyme, 0 = substrate-free blank; activation factor at 20 µM; 0.34% of 190,000 active;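 active = activation factor of 2 or more at 20 µM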
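Test system: human phosphomannose isomerase with PGI, G6PDH, diaphorase coupling enzymes / Doses: 20 µM compound, 1% DMSO / Times: enzyme reaction with compound 20 min at room temperature / Measured by: Diaphorase-driven resazurin-to-resorufin fluorescence, excitation 544, emission 590 nm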
APP 5'UTR act = APP 5'UTR luciferase reporter activation. SH-SY5Y APP 5'UTR luciferase reporter, luminescence; zero percent = DMSO vehicle wells. activation, % at 2 µM. 1% of 190,000 active;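 active = activation above a set limit, based on mean plus 3 SD of controls, cut at about 140% in these data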; also: values of inactives mirror those of a sister screen read the other way
FLuc inhib CS = counter-screen for luciferase assay inhibitors: firefly luciferase inhibition. ATPLite firefly luciferase biochemical luminescence, 10 min. inhibition, % at 10 µM. 1.5% of 200,000 active;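 active = inhibition above about 50% when tested at 10 µM, limit read from the data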
NF-kB neuron act = raises NF-kB expression in human neuronal cells; fold change at 12.5 µM; AID 1239; NF-kB reporter expression; stronger effect = higher value; 1.6% of 190,000 active; in the data active = fold change above about 3.3
TNAP act hiacc = TNAP (human) activation, high acceptor; P05186; purified TNAP, CDP-star luminescence, 1 M DEA, 30 min; stronger effect = higher value; 0 = EDTA background, 1 = DMSO-only activity; activation factor at 20 µM; 200,000 tested, under 10 active; AID 1136;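 active = activation factor at least 2 at 20 µM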
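Control set: EDTA negative control, DMSO positive control / Assay system: human TNAP / Quantity: TNAP 1/800 final / Evaluation: TNAP activation factor scaled between EDTA and DMSO control wells / Measured by: luminescent substrate turnover signal / Compound dosing: one dose, 20 µM / Times: 30 min enzyme reaction at room temperature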
The depositor's hits bear a star; x = no result given.

Molecule,TNAP inh noacc,FLuc act counter,bIAP activator,TNAP inh hi DEA,PMI activator,PMI act hi M6P,APP 5'UTR act,FLuc inhib CS,NF-kB neuron act,TNAP act hiacc
Cc1ccc(S(=O)(=O)N2C(=O)CCC2C(=O)Nn2cnnc2)cc1 (configuration not stated),-7,1,1,2,1,1.1,x,-2,1,1
CC1CCN(CC(=O)N2c3ccccc3CCc3ccccc32)CC1,-6,1,1.1,-1,1,1,6,0,0.93,1
CC1CCCCN1Cc1ccc(N(C)C)cc1 (configuration not stated),-4,1,0.9,-2,0.9,0.9,-10,-4,1.2,1
CCOC(=O)N1CCN(CC(=O)Nc2ccc(C)c(Br)c2)CC1,-12,1,1.1,-3,1,1.1,-20,-1,0.75,1
Cc1ccc(-c2cc(-c3nnc(SCC(=O)N(C)CCC#N)n3N)c3ccccc3n2)cc1,-11,0.9,0.9,-2,1,1,24,7,1.2,1
CC(=O)N1CCN(S(=O)(=O)c2ccc(C)c([N+](=O)[O-])c2)C1C(C)C (configuration not stated),-11,1.1,1,2,1,1,-21,-5,1.2,1
COc1cccc(/C=N/NC(=O)c2csc(-n3nc(C)cc3C(F)(F)F)n2)c1,-12,1,1.1,-5,0.9,0.9,-3,-4,0.92,1.1
CC(C)(C)c1ccc(S(=O)(=O)NCCOCC(F)(F)C(F)F)cc1,-7,1.1,0.8,-5,0.9,0.9,-8,-10,1.1,1
Nc1cccc(CN2CCCC2)c1,-1,1,1.2,2,1,0.9,11,-1,0.91,1
CNC(=S)NNC(=O)c1cccn(Cc2ccccc2)c1=O,-94,1,1.2,5,1,0.9,-5,-3,1.1,1
CNC(=O)c1sccc1SCc1ccc(Cl)cc1Cl,-19,1,0.8,-1,1,1,0,-2,0.93,1
COCCN(Cc1nc(-c2ccc(C(F)(F)F)cc2)no1)C(C)C,-4,1.1,0.9,-4,1,1,18,-9,1.2,1
O=C(NN=C1CCCC1)c1ccccc1OCCOc1ccccc1,-7,1,1.1,-1,1,1,-12,-3,1.2,1
NS(=O)(=O)c1cccc(NC(=O)COC(=O)/C=C/c2ccco2)c1,7,1,0.9,2,0.9,0.9,6,-5,1.2,1
CC(C)CN1CCC(C(=O)NCC2CCCO2)CC1 (configuration not stated),-6,1,0.6,1,0.9,1,-14,-2,1.5,1
COc1cccc(C(=O)Nc2cnc(NC(=O)c3ccco3)cc2C)c1,-9,1,0.9,1,0.8,0.8,5,-4,1.4,1
CCC1=NN2C(=N)/C(=C\c3ccc(OCc4cc(=O)n5nc(CC)sc5n4)c(OC)c3)C(=O)N=C2S1,-8,1.1,1,1,1.1,1,13,-9,0.85,1
Cc1cc2nccc(-c3ccco3)n2n1,-8,1,1,-3,0.9,0.8,7,-2,1.1,1
CCOC(=O)C(=O)NC(C)c1ccccc1 (configuration not stated),3,1.1,1.1,-3,1.2,1.2,12,-6,1.1,1
Fc1cccc(F)c1-n1c(CN2CCCC2)csc1=S,-9,1,1,-5,1,0.9,9,-1,0.98,1.1
COc1cc(/C=N/O)cc(Br)c1OC,-3,1.1,1.3,-3,1,1,-10,-7,0.97,1
CC(C)C[C@H](NC(=O)NCc1ccccc1Cl)C(=O)O,-15,1,1,-7,1,1,8,-3,1.1,1.1
Cc1cccc(N2CCN(CC(=O)NCC3CCCCC3)CC2)c1C,-2,1,1,3,0.9,1,-18,-1,1.2,1
COc1ccc(-c2occ(C(=O)O)c2C(=O)O)cc1,-10,1,1,-6,1.2,1.4,7,-2,1.2,1.1
COc1ccc(-c2nc(-n3c(C)c(C(C)=O)c(C(C)=O)c3C)sc2C)cc1OC,-19,1,1,0,1,1,-5,1,0.76,1
O=C1CCC(C(=O)Nc2ccc(OC(F)F)cc2)N1 (configuration not stated),-16,1.1,0.9,-7,1,1,7,-6,1,1.1
CCN1CCN(S(=O)(=O)c2ccc3[nH]c(=O)oc3c2)CC1,-14,1,1,-5,0.9,0.9,-24,0,1.1,1.1
CC1C=CCC2C(=O)N(c3ccccc3OC(=O)c3cccs3)C(=O)C12 (configuration not stated),-13,1.1,1,-3,1,1,2,-9,0.97,1
CCOC(=O)c1cnc(N2CCN(C(=O)OCC)CC2)[nH]c1=O,-16,1,1.2,-4,1.2,1.1,17,-3,1.2,1
CCN(CC)c1ccc(CNc2nc3ccccc3n2CCN2CCCCC2)cc1,-14,1,0.9,-6,0.9,0.9,9,-4,0.51,1.1

Grouped by structure, the compounds so far containing a COOH group
Molecule,TNAP inh noacc,FLuc act counter,bIAP activator,TNAP inh hi DEA,PMI activator,PMI act hi M6P,APP 5'UTR act,FLuc inhib CS,NF-kB neuron act,TNAP act hiacc
CC(C)C[C@H](NC(=O)NCc1ccccc1Cl)C(=O)O,-15,1,1,-7,1,1,8,-3,1.1,1.1
COc1ccc(-c2occ(C(=O)O)c2C(=O)O)cc1,-10,1,1,-6,1.2,1.4,7,-2,1.2,1.1

Continued.
Molecule,TNAP inh noacc,FLuc act counter,bIAP activator,TNAP inh hi DEA,PMI activator,PMI act hi M6P,APP 5'UTR act,FLuc inhib CS,NF-kB neuron act,TNAP act hiacc
Cc1cc(SCC(=O)Nc2cccc(S(=O)(=O)NC3=NCCCCC3)c2)c(C)cc1Br,-38,1.1,1.1,-17,0.8,0.9,14,-7,3.4*,1.2
C=C(C)Cn1c(=O)c2c(nc3n2CCN3c2cccc(Cl)c2C)n(C)c1=O,4,1.1,1,-6,1,1,x,-9,x,1.1
O=C(c1ccco1)N1N=C(c2cccs2)CC1c1ccc(F)cc1 (configuration not stated),11,1,0.9,-6,1,1,4,-3,1.1,1.1
O=C(NC1CCCCC1)C(c1ccc(F)cc1)N(CCN1CCOCC1)C(=O)c1ccc(-c2ccccc2)[nH]1 (configuration not stated),-10,1,1.2,-3,x,x,-12,-2,1.3,1
CC(=O)Nc1ccccc1-c1nc2ccccc2nc1OCC(=O)c1ccc(Cl)cc1,-12,1.1,1.2,-1,0.9,1,-13,-5,1.2,1
CC(CCc1ccccc1)NC(=O)COc1cc(F)ccc1[N+](=O)[O-] (configuration not stated),-8,1,1.2,-2,1.2,1.1,15,2,x,1
O=C(NCc1ccco1)C(Cc1ccccc1)NS(=O)(=O)c1cccc2nsnc12 (configuration not stated),-7,1,1,-4,0.9,0.9,-18,-4,1.4,1
COc1ccc(OCC(=O)Nc2ccc(C)cc2)cc1,-2,1,0.9,-3,1,1.1,10,-4,1.3,1
Cc1cc(SCC(=O)c2ccc3c(c2)OCO3)nc2ccccc12,-10,1.1,0.7,0,1,1.1,-9,-5,1.1,1
O=C(Nc1ccc2nc(-c3ccco3)c(-c3ccco3)nc2c1)N1CCN(c2ccccn2)CC1,3,1,0.5,14,1,0.6,-15,4,0.31,0.9
COc1cc(OC)c(NC(=O)c2ccco2)cc1Cl,-8,1,0.9,1,0.9,0.9,13,-1,0.86,1
CCCn1c(=O)c(C(=O)NCc2cccnc2)c(O)c2ccccc21,-3,1,1,-1,1.1,1.1,4,-1,1.4,1
O=C(CSc1nncs1)Nc1cc(-c2ccccc2)nn1-c1ccccc1,0,1.1,0.5,-2,1,1.1,6,-6,0.71,1
CCCn1c(SCC(=O)c2cc(OC)ccc2OC)nc2c1c(=O)n(C)c(=O)n2C,-16,1.1,0.9,-8,1.1,1.1,8,-7,x,1.1
COc1cccc(C(=O)NC2(C(F)(F)F)N=C3SCCN3C2=O)c1 (configuration not stated),-8,1.1,0.6,0,1,1,13,-6,0.96,1
O=C(Nc1sc2c(c1C(=O)O)CCCCC2)c1ccco1,-8,0.3,1,-2,0.9,1,79,74*,1.9,1
COc1cccc(OC)c1/C(O)=C(\C#N)c1nc2ccccc2[nH]1,-17,1.1,0.9,-8,1,1,11,-5,1.1,1.1
COc1cccc(OC)c1OCCCN1CCOCC1,-7,1,0.9,0,0.9,1,0,-1,1,1
O=C(Cn1ccc([N+](=O)[O-])n1)NCCc1c[nH]c2ccccc12,-9,1,1.1,2,1,1,-9,-2,1.1,1
C/C=C(\C)C(=O)NCCN1C2=NC[C@H](Cc3ccccc3)N2C[C@H]1Cc1ccc(O)cc1,-4,1,1.1,-3,0.9,0.9,-1,2,1.1,1
C=CCN(c1ccc(C(=O)Nc2ccc(C)cc2)cc1)S(C)(=O)=O,-7,1,1,-4,0.9,1.1,28,-4,1,1
CCC(C)n1c(=S)[nH]c2ccccc2c1=O (configuration not stated),-11,1,0.9,-2,0.9,0.9,-13,-4,1.1,1
COc1ccc(NC(=S)NC(NC(=O)C(C)C)C(Cl)(Cl)Cl)c([N+](=O)[O-])c1 (configuration not stated),-1,1,1,7,0.9,1,-7,-3,1.2,0.9
O=[N+]([O-])c1cc(S(=O)(=O)Nc2cccc(C(F)(F)F)c2)ccc1-n1nnc2ccccc21,-2,1,0.7,-4,0.9,1,-10,1,0.77,1
Cc1ccc(NC(=O)c2cc(N3C(=O)C4CC=CCC4C3=O)ccc2N2CCCCC2)cc1 (configuration not stated),3,1,0.9,0,0.8,0.8,-3,-1,1,1
O=C(c1nn(Cc2ccccc2)c(=O)c2ccccc12)N1CCN(c2ccccn2)CC1,-6,1.1,0.9,-6,0.9,0.9,2,-10,0.78,1.1
Cc1oc(-c2cccs2)nc1CS(=O)CC(=O)NCCCN1CC(C)CC(C)C1 (configuration not stated),-8,1,1.1,-2,1,0.9,4,-2,0.83,1

3 compounds already listed, ordered by their value in APP 5'UTR act, low to high.
compound	TNAP inh noacc	bIAP activator	TNAP inh hi DEA	PMI activator	PMI act hi M6P	APP 5'UTR act	NF-kB neuron act	TNAP act hiacc
O=[N+]([O-])c1cc(S(=O)(=O)Nc2cccc(C(F)(F)F)c2)ccc1-n1nnc2ccccc21	-2	0.7	-4	0.9	1	-10	0.77	1
COc1cccc(OC)c1OCCCN1CCOCC1	-7	0.9	0	0.9	1	0	1	1
O=C(c1nn(Cc2ccccc2)c(=O)c2ccccc12)N1CCN(c2ccccn2)CC1	-6	0.9	-6	0.9	0.9	2	0.78	1.1
